# Source: PubChem BioAssay
# CHRM5 PAM – CHRM5 positive allosteric modulation | P08912 | CHO-K1 hM5, Fluo-8 calcium, ACh EC20 PAM; 0% = ACh EC20, 100% = ACh EC100 | activation, % at 3 µM | actives 0.3% (n = 360,000) | AID 624038;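 active = activation above the run cutoff, the mean activation of all test compounds plus 3 SD, cut at about 18% in these data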
# Target sequence (P08912 whole entry, looked up): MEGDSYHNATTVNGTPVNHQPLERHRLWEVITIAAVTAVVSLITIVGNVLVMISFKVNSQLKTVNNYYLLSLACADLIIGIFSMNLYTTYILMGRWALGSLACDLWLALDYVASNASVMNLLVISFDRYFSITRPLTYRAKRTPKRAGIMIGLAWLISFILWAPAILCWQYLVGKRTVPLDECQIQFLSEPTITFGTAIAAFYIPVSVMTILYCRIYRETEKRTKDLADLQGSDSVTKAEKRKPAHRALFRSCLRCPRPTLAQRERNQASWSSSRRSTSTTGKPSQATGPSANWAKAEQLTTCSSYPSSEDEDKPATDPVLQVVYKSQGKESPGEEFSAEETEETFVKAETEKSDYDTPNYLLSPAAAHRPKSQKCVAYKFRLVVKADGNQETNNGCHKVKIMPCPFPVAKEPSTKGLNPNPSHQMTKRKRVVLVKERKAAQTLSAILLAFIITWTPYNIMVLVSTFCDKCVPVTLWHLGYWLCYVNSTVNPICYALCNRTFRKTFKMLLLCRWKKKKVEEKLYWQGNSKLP
#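 Assay system: CHO-K1 hM5 cells / Incubation: Fluo-8 loading 80 min at 37 °C plus 30 min room temperature / Technique: Fluo-8 calcium dye fluorescence, kinetic read / Repeats: single replicate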
# M4 PAM – positive allosteric modulators of human muscarinic M4 receptor. P08173. CHO-K1 hM4/Gqi5, Fluo-8 calcium fluorescence, ACh EC20; 0% = ACh EC20, 100% = maximal ACh. activation, % at 3 µM. actives 0.4% (n = 360,000);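 active = activation above its plate's cutoff, the mean activation of sample wells plus 3 SD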; also: some results filed as inactive read as strong as hits
# Target sequence (P08173 whole entry, looked up): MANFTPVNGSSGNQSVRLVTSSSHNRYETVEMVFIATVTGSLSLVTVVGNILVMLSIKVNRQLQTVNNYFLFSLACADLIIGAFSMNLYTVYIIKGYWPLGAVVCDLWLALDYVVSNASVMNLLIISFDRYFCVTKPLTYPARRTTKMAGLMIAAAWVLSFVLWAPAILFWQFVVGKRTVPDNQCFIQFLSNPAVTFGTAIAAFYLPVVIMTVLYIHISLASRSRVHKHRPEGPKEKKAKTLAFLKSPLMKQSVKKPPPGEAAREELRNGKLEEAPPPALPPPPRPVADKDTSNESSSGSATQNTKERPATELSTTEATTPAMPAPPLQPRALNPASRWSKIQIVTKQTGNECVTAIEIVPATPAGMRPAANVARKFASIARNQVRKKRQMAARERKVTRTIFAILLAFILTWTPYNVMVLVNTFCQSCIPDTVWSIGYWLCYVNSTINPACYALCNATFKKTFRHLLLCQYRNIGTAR
# CHO-K1 Ca antag – counter-screen for M1 antagonists: effect in parental CHO-K1 cells | ATP-induced calcium, Fluo-8 fluorescence | actives 0.6% (n = 360,000) | inhibition, % at 3 µM;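 active = inhibition above a per-plate cutoff, the plate's mean sample inhibition plus 3 SD, cut at about 24% in these data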;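 also: 0% = DMSO plus EC80 ATP and 100% = DMSO alone without ATP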
# CHO-K1 Ca PAM – counter-screen for M1 PAMs: effect in parental CHO-K1 cells. ATP EC20, Fluo-8 calcium fluorescence; 0% at ATP EC20, 100% at ATP max. activation, % at 3 µM. actives 0.02% (n = 360,000). AID 602247;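 active = activation above the run cutoff, the mean activation of all test compounds plus 3 SD, cut at about 40% in these data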;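 also: peak over basal fluorescence ratio in a 140 s read after ATP addition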
# M4 antag – blocks acetylcholine activation of human M4 receptor; CHO-hM4 cells, ACh EC80, Fluo-8 calcium fluorescence; P08173; actives 0.73% (n = 360,000); inhibition, % at 3 µM; AID 624125;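 active = inhibition above its plate's cutoff, the mean inhibition of sample wells plus 3 SD, cut at about 27% in these data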;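 also: 0% = acetylcholine EC80 with DMSO and 100% = DMSO without agonist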
# CHRM4 agonist – CHRM4 agonism in calcium assay; actives 0.14% (n = 360,000); activation, % at 3 µM; CHO-K1 hM4/Gqi5, Fluo-8 calcium fluorescence; vehicle 0%, full acetylcholine response 100%; P08173;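 active = activation above the run mean over all test wells plus 3 SD, cut at about 32% in these data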;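 also: peak over basal fluorescence ratio per well then scaled between controls; 0% = DMSO wells and 100% = acetylcholine at EC100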
# M5 ag – CHRM5 agonism in calcium assay. activation, % at 3 µM. AID 624037. CHO-K1 hM5 cells, Fluo-8 calcium fluorescence; 0% DMSO wells, 100% maximal acetylcholine response. actives 0.19% (n = 360,000). P08912;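 active = activation above the run's mean over test compounds plus 3 SD, cut at about 23% in these data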;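 also: signal is peak over basal fluorescence ratio across the kinetic read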
# M5 antag – blocks acetylcholine activation of human M5 receptor; actives 0.59% (n = 360,000); inhibition, % at 3 µM; AID 624040; CHO-hM5 cells, Fluo-8 calcium fluorescence, ACh EC80;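 active = inhibition above a per-plate cutoff, the mean of that plate's test compounds plus 3 SD, cut at about 27% in these data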;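 also: 0% = acetylcholine EC80 with DMSO and 100% = DMSO without agonist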
# M1 ag parental – counter-screen for M1 agonists: effect in parental CHO-K1 cells; Fluo-8 calcium fluorescence; scaled to maximal ATP response, vehicle zero; activation, % at 3 µM; actives 0.48% (n = 360,000); AID 602248; in the data active = activation above about 15%;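 also: untransfected CHO-K1 host cells lacking M1 receptor as counterscreen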
# The depositor's hits bear a star.
SMILES,CHRM5 PAM,M4 PAM,CHO-K1 Ca antag,CHO-K1 Ca PAM,M4 antag,CHRM4 agonist,M5 ag,M5 antag,M1 ag parental
CCN1CCCC1CNC(=O)C(=O)Nc1ccccc1 (stereo unspecified),-1,-5,-10,11,-3,5,1,6,1.6
O=C(NCCN1CCOCC1)c1csc2c1CCCCC2,6,10,-21,18,-12,3,1,-8,1.1
Cc1ccc(S(=O)(=O)N2CCN(C(=O)COC(=O)c3ccc(C(C)(C)C)cc3)CC2)c(C)c1,3,5,9,-20,-2,0,-1,-2,0.0
CCOC(=O)C(C(=O)OCC)C(=O)c1cc(OC)c(OC)c(OC)c1,3,-2,-3,13,-7,0,-8,-8,0.5
CCCNC(=O)Cn1cc(S(=O)(=O)N2CCCC2)c(S(=O)(=O)N2CCCC2)c1,-1,0,-10,-2,-9,0,-1,7,0.7
CCC(CC)C(=O)N(C)c1c(C)nc2c(OCC3CCCCC3)cccn12,-2,-1,13,6,-5,-1,-4,-4,0.0
Cc1nnsc1C(=O)NNc1c(Cl)cccc1Cl,10,1,-6,16,-7,1,5,-10,1.0
Cc1ccc(S(=O)(=O)N2CCN(C(=O)Cn3cnc4c3c(=O)n(C)c(=O)n4C)CC2)cc1C,-5,1,-12,2,-1,2,-5,0,2.7
COc1ccc(-c2c(C(C)=O)c(C)nc3sc4c(=O)n(-c5ccc(C)cc5)nnc4c23)cc1,-3,10,-1,18,4,0,-2,2,1.5
COC(=O)CSC1=C(C#N)C(c2cccc(F)c2)CC(=O)N1 (stereo unspecified),-1,-1,-5,12,0,1,0,5,0.7
CCCCOc1ccc(C(=O)C(CN2CCOCC2)c2ccccc2)cc1 (stereo unspecified),-2,-5,-5,18,-1,1,-9,3,0.7
Cc1cccc(C(C(=O)NC2CCCC2)N(C(=O)c2csnn2)C2CC2)c1 (stereo unspecified),1,2,-10,3,-8,5,-3,1,1.3

# Given as labelled records: 3 of the compounds above.
CCCNC(=O)Cn1cc(S(=O)(=O)N2CCCC2)c(S(=O)(=O)N2CCCC2)c1
- CHRM5 PAM: -1
- M4 PAM: 0
- CHO-K1 Ca antag: -10
- CHO-K1 Ca PAM: -2
- M4 antag: -9
- CHRM4 agonist: 0
- M5 ag: -1
- M5 antag: 7
- M1 ag parental: 0.7

CCC(CC)C(=O)N(C)c1c(C)nc2c(OCC3CCCCC3)cccn12
- CHRM5 PAM: -2
- M4 PAM: -1
- CHO-K1 Ca antag: 13
- CHO-K1 Ca PAM: 6
- M4 antag: -5
- CHRM4 agonist: -1
- M5 ag: -4
- M5 antag: -4
- M1 ag parental: 0.0

Cc1nnsc1C(=O)NNc1c(Cl)cccc1Cl
- CHRM5 PAM: 10
- M4 PAM: 1
- CHO-K1 Ca antag: -6
- CHO-K1 Ca PAM: 16
- M4 antag: -7
- CHRM4 agonist: 1
- M5 ag: 5
- M5 antag: -10
- M1 ag parental: 1.0

# Other records
SMILES,CHRM5 PAM,M4 PAM,CHO-K1 Ca antag,CHO-K1 Ca PAM,M4 antag,CHRM4 agonist,M5 ag,M5 antag,M1 ag parental
O=C(NC1=NCCS1)c1cccc(S(=O)(=O)N2CCOCC2)c1,6,9,-10,14,-3,1,2,-6,0.8
COc1ccc(C)cc1-n1nnnc1SCC(=O)c1cc(C)n(Cc2ccco2)c1C,-5,-2,-14,14,-3,0,-3,1,0.5
CC(Sc1ccc(S(=O)(=O)N2CCOCC2)cn1)C(=O)Nc1ccc(Cl)cc1Cl (stereo unspecified),8,-2,-16,5,-11,1,1,-6,0.3
Nc1ccc(-c2nc3ccccc3s2)cn1,-2,2,6,-1,-1,1,-4,13,0.8
Cc1ccc(C2=NN(C(=O)CCl)C(c3cccs3)C2)o1 (stereo unspecified),3,6,-11,28,3,-1,-1,0,4.1
CC(C)Cn1c(N)c(C(=O)COC(=O)c2cc(F)cc(F)c2)c(=O)n(C)c1=O,0,4,-7,3,-24,11,-1,2,9.4
Cc1ccc2nsnc2c1NC(=O)c1ccc([N+](=O)[O-])cc1,-2,-1,3,16,5,1,-3,2,0.5
Cc1cc2oc(=O)c3c(c2cc1OC(=O)c1ccco1)CCCC3,0,-3,8,-6,-10,0,1,-1,-0.2
Clc1ccc(CSc2ncn[nH]2)cc1,1,6,17,-7,-2,0,-3,-4,-0.2
COc1ccc(NC(=O)CSc2nc(O)cc(=O)[nH]2)c(OC)c1,2,-6,-8,2,5,0,-3,4,0.7
O=C1OC(c2ccccc2)=N/C1=C\C=C\c1ccco1,5,-1,-9,20,3,0,0,5,0.8
C[C@H](NS(=O)(=O)c1ccc(Cl)cc1)C(=O)OCC(=O)NCCc1ccc(S(N)(=O)=O)cc1,2,9,-13,-4,2,0,-1,11,0.1
COc1cc(/C=C/C(=O)N[C@@H](Cc2c[nH]c3ccccc23)C(=O)O)ccc1O,5,-4,-12,6,4,-1,-1,-5,0.5
COc1ccc(S(=O)(=O)N(C)C[C@H]2OCc3cnnn3CCCC(=O)N([C@@H](C)CO)C[C@H]2C)cc1,-3,4,-2,12,2,0,0,13,0.1
COc1cc(OC)nc(NC(=O)NS(=O)(=O)c2ccc(OC(F)(F)F)cc2)n1,-6,1,-1,0,14,0,-3,4,-0.1
O=C(c1ccco1)N1CCN(c2c(-c3ccccc3)c3cc(Cl)ccc3[nH]c2=O)CC1,-4,2,-26,1,-4,1,2,3,0.1
O=[N+]([O-])c1ccccc1S(=O)(=O)NCCC1=CCCCC1,1,11,-4,31,3,0,-4,-2,0.5
CCOc1ccc2nc(SCC(=O)NNC(=O)c3ccco3)c(C)cc2c1,1,2,-11,15,-4,0,-5,-2,-1.0
CC1=C(C(=O)N2CCOCC2)CC(CC(=O)NC2CCCCC2)C(=O)N1CCCN1CCCC1=O (stereo unspecified),5,8,0,-6,-25,1,0,-8,0.2
COc1ccc2c(c1)c(CC(=O)OC(C)C(=O)N(C)C)c(C)n2C(=O)c1ccc(Cl)cc1 (stereo unspecified),4,-1,-14,13,-2,10,-2,-7,5.0
Cc1ccc(C(C)C)c(O)c1C(=O)O,3,-5,2,13,5,0,3,-1,0.6
COc1ccc(-c2nnc(SCc3cccc(C)c3)n2N)cc1,-4,-2,8,-5,2,-1,-1,6,-0.1
Cc1cc(CC(=O)O)n(C)c1C(=O)c1ccc(Cl)cc1,1,7,-28,16,-10,3,0,-2,0.0
O=c1c2c(n3nnnc3n1Cc1ccccc1)-c1ccccc1CC21CCCC1,3,-6,-15,17,-2,1,1,-3,0.0
Cc1ccccc1-c1nnc(SCC(=O)NC2CCS(=O)(=O)C2)n1C (stereo unspecified),9,11,-5,1,-7,1,5,-5,-0.1
O=C(CC(NS(=O)(=O)c1ccc(Cl)cc1)c1ccco1)N1CCc2ccccc21 (stereo unspecified),-5,-3,-10,27,2,3,-1,10,3.9
Cn1c(/C=N/c2nc3ccccc3[nH]2)nc2ccccc21,-8,10,-7,4,-4,4,0,0,1.1
CN(CC(=O)Nc1cccc(F)c1)C(=O)CN1C(=O)NC2(CCCCC2)C1=O,0,7,-11,12,-23,1,2,3,0.5
COc1ccc(-c2noc(C3CCCN(C(=O)c4ccc(C)cc4)C3)n2)cc1 (stereo unspecified),3,-6,-8,-17,11,1,0,1,0.9
COc1ccc(OC)c(NC(=O)Cc2ccc(NC3=NC4CS(=O)(=O)CC4S3)cc2)c1 (stereo unspecified),-10,-5,17,-11,-6,1,1,8,-0.4
CC(=O)c1c(C)oc2ccc(N(C(C)=O)S(=O)(=O)c3cccc4cccnc34)cc12,-22,-30,0,-9,10,17,-12,20,12
Cc1c(Cl)c([N+](=O)[O-])nn1CC(=O)NCc1ccc(Cl)cc1,-4,-2,-6,12,0,1,0,10,3.0
Cc1c(O)ccc(C(=O)CN2CCN(Cc3ccccc3)CC2)c1O,-5,0,-2,9,8,1,-5,12,1.1
O=C(Nc1ccnn1C1CCN(Cc2ccc(CO)o2)CC1)c1ccc2c(c1)OCO2,1,6,1,-11,4,0,-4,0,0.3
CCOc1ccc(Oc2nc(C)cc(OC)n2)nn1,-3,-4,9,0,0,0,2,5,0.1
CCCCn1c(SCC(=O)c2ccc3c(c2)OCCO3)nnc1-c1ccco1,4,14,-5,15,-10,5,-5,-2,5.2
CCCCCCCCCC(=O)N1c2ccccc2NC(=O)C1CC(=O)Nc1ccc(C(=O)O)cc1 (stereo unspecified),-3,8,-5,16,1,0,-4,14,2.0
Cc1ccccc1OCCC(=O)OCC(=O)NC1CCCC1,0,-1,5,13,-4,2,2,5,2.3
O=C(Nc1ccc(N=Nc2ccccc2)cc1)c1ccccc1Cl,2,11,4,8,-11,2,-2,-1,1.2
COc1ccc(N(CC(=O)NC2CCCC2)C(=O)c2ccc(C)s2)cc1OC,3,-13,-8,11,12,0,-1,4,2.1
CNC(=O)OCc1nc(SC2CCCCO2)n(C)c1COC(=O)NC (stereo unspecified),-2,11,8,5,-3,1,2,2,0.2
O=C(NCc1ccccc1)c1ccc2c(=O)[nH]c3c(C(=O)NCC4CCCO4)sc(=S)n3c2c1 (stereo unspecified),1,-2,-2,-1,-4,0,4,10,-0.1
O=[N+]([O-])c1ccc(Cl)c(/C=N/NC(=S)Nc2ccccc2)c1,0,10,-3,-2,-6,0,0,5,0.1
O=C(NC1CCCC1)C(c1ccncc1)N(C(=O)c1csnn1)c1ccc(Cl)cc1 (stereo unspecified),-4,5,-11,5,0,2,-3,18,0.7
COC(=O)[C@H](CC(C)C)NS(=O)(=O)N[C@@H](CC(C)C)C(=O)OC,-10,-1,-6,-6,1,5,1,12,0.2
CC(=O)Nc1ccc(/C=C/c2nc3ccccc3o2)cc1,-3,-4,-12,13,5,3,-3,12,2.1
CC1(C)CCN(Cc2ccccc2)C1CC#N (stereo unspecified),-2,0,9,-7,8,0,-5,-2,-0.2
CCOC(=O)C1=C(COC(=O)COc2ccccc2C=O)NC(=O)NC1C (stereo unspecified),4,1,-7,5,-10,7,3,5,0.4
O=C(NCCCCl)C1CC(=O)N(CCc2ccc(F)cc2)C1 (stereo unspecified),9,4,-4,8,-5,0,5,-3,0.2
CCOC(=O)C1(Cc2cccc(F)c2)CCN(C(=O)C2CCOCC2)CC1,3,7,-16,24,-10,2,1,-8,2.6
COc1ccc(-c2nn(C)c(=O)c3ccccc23)cc1NC(=O)Cn1nc(-c2ccccc2)c2ccccc2c1=O,-2,-4,11,-4,1,0,-2,6,0.3
O=C(/C=C/c1ccccc1)Nc1ccc2c(c1)C(=O)NC2=O,-13,-5,-7,-4,-25,22,7,-1,6.5
COc1ccc2nc(SCc3ccccc3C)nc(C)c2c1,0,-5,-4,16,4,0,0,-2,0.6
c1ccc(CNC2CC3CCC2C3)cc1 (stereo unspecified),2,-3,-2,6,0,1,-3,9,0.6
CC1=C(C)/C(=N/OC(=O)c2cccc([N+](=O)[O-])c2)C=CC1=O,-2,0,-3,7,7,1,1,0,0.4
CC(C)(C)N1C(=O)[C@H]2[C@@H](c3ccc(Br)cc3)N3C(=O)N(c4ccc(Br)cc4)C(=O)[C@@]3(Cc3ccccc3)[C@H]2C1=O,2,12,-25,18,-10,2,4,0,0.0
CCCCNS(=O)(=O)c1ccc2c(c1)oc(=O)n2CC(=O)OCC,-4,-2,-8,19,-1,2,1,3,1.6
O=C(CSc1nc(=O)n(CCCN2CCOCC2)c2c1CCCC2)Nc1ccc(F)cc1F,-6,0,-4,21,-8,-1,-3,1,0.1
CCC(CC)C(=O)c1c[nH]c(C(=O)NCCOC)c1,-3,3,-8,2,7,1,-2,7,0.3
CCOC(=O)c1c(NC(=O)CSc2ncn[nH]2)sc(C(=O)NC)c1C,-5,2,-1,-11,0,1,-3,14,0.4
